# Screening data as filed in PubChem BioAssay.
# SUMO Mot1 rescue: yeast Mot1-301 growth rescue at high temperature, primary screen, SUMOylation pathway inhibitor project, S. cerevisiae, ATP luminescence, 38.5C; S. cerevisiae Mot1-301 growth rescue; percent above DMSO median, 100 means doubled; growth rescue, % at 18.8 µM; 1% of 320,000 active;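 active means every valid replicate shows activation above 250% relative to neutral control wells; inactive means the rest, any valid replicate at or below 250%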;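 further: OY570 slx delta 5 strain wells were the positive control but not used for scaling; some compounds called inactive have numbers as strong as hits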
# E coli growth: E. coli V3065 growth inhibition, primary screen, counter-screen for AddAB inhibitor project, absorbance, OD600; inhibition, % at 11.9 µM; 18 h; 0.27% of 330,000 active;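 active means inhibition above the campaign's mean inhibition across all tested compounds plus 3 SD, cut at about 9.9% in these data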;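 further: uninfected addAB+ strain grown without phage in ampicillin broth; 0% = DMSO wells and 100% = ciprofloxacin 0.95 µg/ml wells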
# phage Ecoli inh: growth loss of phage-infected E. coli, primary screen, RecBCD inhibitor project, absorbance, with phage, HTS; inhibition, % at 11.9 µM; 0.26% of 360,000 active; in the data active means inhibition above about 11%
# AddAB inh: growth inhibition of E. coli expressing H. pylori AddAB, primary screen, AddAB inhibitor project, absorbance; AID 435030, 2010; inhibition, % at 11.9 µM; 0.29% of 330,000 active; in the data active means inhibition above about 12%;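 further: 0% = vehicle wells of infected cells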
# Starred values were filed as active, the others as inactive; · = no result given. Not all compounds are listed (hit frequency here may not be typical).
# Preview (six entries):
SMILES,SUMO Mot1 rescue,E coli growth,phage Ecoli inh,AddAB inh
COCCNC(=O)C1CCCN(C(=O)c2cccnc2Oc2ccccc2)CC1 (stereo not drawn),·,·,2.1,·
CCN(CC)c1c(C)nc2ccc(C(=O)NCc3ccc4c(c3)OCO4)cn12,·,·,3.0,·
CSCCC(c1nc2ccccc2[nH]1)n1c(-c2ccc(C)cc2)nc2ccccc21 (stereo not drawn),·,·,-1.6,·
CCc1nc2ccc(C(=O)NCCC(C)C)cn2c1N(CC)CCN(C)C,·,·,1.9,·
Cc1nc2c(OCc3ccccc3)cccn2c1N(C)C(=O)C1CCCCC1,·,·,2.2,·
COC(=O)CC1CC2(C(=O)OC)c3[nH]c4ccccc4c3CCN2C1=O (stereo not drawn),·,·,1.3,·

# All compounds of this part, previewed entries included:
SMILES,SUMO Mot1 rescue,E coli growth,phage Ecoli inh,AddAB inh
COCCNC(=O)C1CCCN(C(=O)c2cccnc2Oc2ccccc2)CC1 (stereo not drawn),·,·,2.1,·
CCN(CC)c1c(C)nc2ccc(C(=O)NCc3ccc4c(c3)OCO4)cn12,·,·,3.0,·
CSCCC(c1nc2ccccc2[nH]1)n1c(-c2ccc(C)cc2)nc2ccccc21 (stereo not drawn),·,·,-1.6,·
CCc1nc2ccc(C(=O)NCCC(C)C)cn2c1N(CC)CCN(C)C,·,·,1.9,·
Cc1nc2c(OCc3ccccc3)cccn2c1N(C)C(=O)C1CCCCC1,·,·,2.2,·
COC(=O)CC1CC2(C(=O)OC)c3[nH]c4ccccc4c3CCN2C1=O (stereo not drawn),·,·,1.3,·
CCOc1ccc(-c2cc(C(=O)NC3CCCCC3)[nH]n2)c(C)c1,·,·,1.6,·
CC(C)(C(=O)N1CCC1(C)C(=O)NS(=O)(=O)c1cccc(F)c1)c1ccccc1 (stereo not drawn),·,·,-2.3,·
Nc1[nH]c(C(=O)c2ccccc2)c(-c2ccncc2)c1C(=O)NCc1ccc(Cl)cc1,·,·,0.7,·
COc1ccc(NC(=O)c2cc(-c3ccc(F)cc3OC(C)C)n[nH]2)cn1,·,·,3.8,·
O=C(NCc1ccccc1)c1cc(C2CCCCN2C(=O)OCCF)on1 (stereo not drawn),·,·,2.7,·
CN(C)C1CN(Cc2cn(Cc3ccc(C(F)(F)F)cc3)nn2)S(=O)(=O)C1 (stereo not drawn),·,·,1.5,·
COc1ccc(NC(=O)C2(C)CCN2Cc2ccc(OC(C)C)cc2)cc1OC (stereo not drawn),·,·,1.6,·
CN(C)Cc1csc(Nc2ccc(C(F)(F)F)cn2)n1,·,·,-3.1,·
Cc1cc(C)nc(Nc2nc(C(N)c3ccccc3)cs2)n1 (stereo not drawn),·,·,-1.1,·
O=C(NCc1ccco1)C(=O)NN=Cc1ccccc1O,·,·,4.0,·
CC(=O)Nc1ccc(CN2C(=O)C(C)(C)ON=C2c2ccc(NC(C)=O)cc2)cc1,·,·,0.5,·
COC(=O)[C@@]12C[C@@H](CC(=O)NCCCN3CCCC3=O)C(=O)N(Cc3ccccc3)C1=CCC(C)(C)C2,·,·,0.9,·
CC1(c2nnnn2Cc2ccccc2)CCC(=O)N1Cc1ccc(F)cc1 (stereo not drawn),·,·,3.7,·
CN(c1ccc(NC(=O)Cc2c[nH]c3ccccc23)cc1)c1ccccn1,·,·,3.4,·
COc1cccc(CNc2nc3cc(-c4ccsc4)sc3c(=O)n2C)c1OC,·,·,2.6,·
OC(c1ccccc1)c1nc(-c2ccc(F)c(Cl)c2)cs1 (stereo not drawn),·,·,3.3,·
CCOC(=O)C1=C[C@@H](c2ccccc2)N(S(=O)(=O)c2ccc(C)cc2)[C@H]1c1ccc(OC)cc1,·,·,4.5,·
Nc1sc(-c2ccccc2)cc1C(=O)NCCc1ccc(Cl)cc1,·,·,-0.5,·
CC(=O)Nc1cccc(-c2ccnc3c2CC(C)(C(=O)Nc2cccc(OC(F)(F)F)c2)O3)c1 (stereo not drawn),·,·,1.2,·
Cc1ccccc1CN1CCN(C(=O)[C@H]2O[C@@H](n3ccc(=O)[nH]c3=O)[C@H](O)[C@@H]2O)CC1,·,·,1.8,·
CS(=O)(=O)Nc1cccc(NC(=O)C2Cc3c(-c4ccccc4)ccnc3O2)c1 (stereo not drawn),·,·,3.8,·
CC(C)C(N)c1csc(Nc2ccc(S(C)(=O)=O)cc2)n1 (stereo not drawn),·,·,0.5,·
CC(C)NC(=O)C1(C)CCN1C(=O)Cc1ccc(-c2ccccc2)cc1 (stereo not drawn),·,·,1.1,·
COC(=O)C1=C(C)N(Cc2ccccc2C(F)(F)F)C(=NCc2ccc(OC)cc2)NC1c1cccc(Cl)c1 (stereo not drawn),·,·,3.8,·

# Ordered by formula weight (largest number first): 7 of the compounds above.
SMILES,SUMO Mot1 rescue,E coli growth,phage Ecoli inh,AddAB inh
COC(=O)C1=C(C)N(Cc2ccccc2C(F)(F)F)C(=NCc2ccc(OC)cc2)NC1c1cccc(Cl)c1 (stereo not drawn),·,·,3.8,·
CCOC(=O)C1=C[C@@H](c2ccccc2)N(S(=O)(=O)c2ccc(C)cc2)[C@H]1c1ccc(OC)cc1,·,·,4.5,·
Cc1ccccc1CN1CCN(C(=O)[C@H]2O[C@@H](n3ccc(=O)[nH]c3=O)[C@H](O)[C@@H]2O)CC1,·,·,1.8,·
CS(=O)(=O)Nc1cccc(NC(=O)C2Cc3c(-c4ccccc4)ccnc3O2)c1 (stereo not drawn),·,·,3.8,·
Nc1sc(-c2ccccc2)cc1C(=O)NCCc1ccc(Cl)cc1,·,·,-0.5,·
CC(C)C(N)c1csc(Nc2ccc(S(C)(=O)=O)cc2)n1 (stereo not drawn),·,·,0.5,·
OC(c1ccccc1)c1nc(-c2ccc(F)c(Cl)c2)cs1 (stereo not drawn),·,·,3.3,·

# Next entries follow.
SMILES,SUMO Mot1 rescue,E coli growth,phage Ecoli inh,AddAB inh
COc1ccccc1Cc1c(-c2ccc(OC)c(OC)c2)nc2ccc(C)cn12,·,·,6.1,·
COc1cccc(CN2CCC2(C)C(=O)Nc2ccc(Cl)c(Cl)c2)c1F (stereo not drawn),·,·,1.2,·
C=C(C)Cn1c2ccc(NC(=O)NCCc3ccccc3)cc2c(=O)n1C,·,·,4.1,·
CCOC(=O)C(=Cc1ccc(N(C)C)cc1)C(=O)c1ccccc1,·,·,1.1,·
Cc1ccc(S(=O)(=O)N2C3CCCCC3O[C@H]2CC(=O)Oc2ccccc2)cc1 (stereo partly drawn),·,·,2.8,·
COc1ccc(S(=O)(=O)N2CCCCC2c2cc(C(=O)Nc3ccc(F)c(Cl)c3)no2)cc1 (stereo not drawn),·,·,2.4,·
CCCCCCCCN1C(=O)[C@H](CC(=O)NCCCC)C[C@@]2(C(=O)OC)CC(C)(C)CC=C12,·,·,-1.1,·
COCCNC(=O)C1(C)CCCN(Cc2cc3ccccc3o2)C1 (stereo not drawn),·,·,1.7,·
COCCN1C(=O)CCC1(C)C(=O)NC(C)(C)C (stereo not drawn),·,·,0.9,·
CCCCc1c(-c2ccccc2OC)ncn1Cc1ccc(Br)cc1,·,·,0.8,·

# Compound profiles, from the list above. Screens in order: SUMO Mot1 rescue	E coli growth	phage Ecoli inh	AddAB inh
# `COc1ccccc1Cc1c(-c2ccc(OC)c(OC)c2)nc2ccc(C)cn12` is listed with ·	·	6.1	·
# `COCCN1C(=O)CCC1(C)C(=O)NC(C)(C)C` (stereo not drawn) is listed with ·	·	0.9	·
# `COc1ccc(S(=O)(=O)N2CCCCC2c2cc(C(=O)Nc3ccc(F)c(Cl)c3)no2)cc1` (stereo not drawn) is listed with ·	·	2.4	·
# `Cc1ccc(S(=O)(=O)N2C3CCCCC3O[C@H]2CC(=O)Oc2ccccc2)cc1` (stereo partly drawn) is listed with ·	·	2.8	·
# `COCCNC(=O)C1(C)CCCN(Cc2cc3ccccc3o2)C1` (stereo not drawn) is listed with ·	·	1.7	·

# Other results follow:
SMILES,SUMO Mot1 rescue,E coli growth,phage Ecoli inh,AddAB inh
O=C1NC(Cc2ccccc2)c2nc3ccccc3c(=O)n2-c2ccc(Cl)cc21 (stereo not drawn),6,·,2.2,·
COc1ccc(-c2cc(C(F)(F)F)n3ncc(C(=O)Nc4c(C)n(C)n(-c5ccccc5)c4=O)c3n2)cc1,·,-1.4,·,0.3
CCOc1ccc(NC(=O)CCC(=O)n2nc(C)cc2C)cc1,·,1.1,·,4.5
CC1CCCCC1NC1=NCCCS1 (stereo not drawn),·,0.6,·,0.0
O=C(OCc1cccc([N+](=O)[O-])c1)c1cc(=O)[nH]c2ccccc12,·,2.4,·,0.3
COc1ccc(NC(=O)N(Cc2cccnc2)Cc2ccccc2Cl)c(OC)c1,·,-0.2,·,0.2
CC(C)c1ccc(S(=O)(=O)c2cn(Cc3ccc(F)cc3)c3cc4c(cc3c2=O)OCO4)cc1,·,-0.8,·,1.9
O=C(O)c1ccc2c3c(ncnc13)-c1ccccc1C2=O,·,-5.6,·,-4.7
Cc1ccc(S(=O)(=O)NCCc2nnc3ccc(SCC(=O)Nc4nc5ccccc5s4)nn23)cc1,·,2.6,·,2.5
CC(C)c1cc(Nc2cccc(O)c2)cc(C(C)C)c1O,·,-2.0,·,2.0
Cc1cc(=O)[nH]c(S)c1C#N,·,0.5,·,2.5
Cc1ccc(/C=N/n2c(C)nc3ccccc3c2=O)s1,·,0.9,·,-1.0
O=C(C1CCN(S(=O)(=O)c2cccc3cccnc23)CC1)N1CC=C(c2ccccc2)CC1,·,-2.1,·,0.6
O=S1(=O)c2ccccc2N=NN1Cc1ccc(Cl)c(Cl)c1,·,0.1,·,0.3
Cc1[nH]n(-c2ccccc2)c(=O)c1C=NCc1ccco1,·,0.2,·,-2.2
CCC1=NNc2cccc3c(OC)ccc1c23,·,-2.4,·,-1.0
O=C(CCCn1c(=O)oc2ccccc21)NC1CCCCCC1,·,1.3,·,1.0
Cc1ccc2oc(-c3cccc(NC(=O)Cn4cnc5c(=O)n(C)c(=O)n(C)c54)c3)nc2c1,·,-0.9,·,0.0
CCOc1cc(CNc2ccccc2SC)ccc1O,-5,1.0,·,-0.2
CC1(C)Cc2c(c(N3CCOCC3)nc3sc4c(N5CCOCC5)nnnc4c23)CS1,0,0.2,·,-0.3
CN(C)C1=NC(=O)/C(=C/c2ccc(-c3ccc(S(N)(=O)=O)cc3)o2)S1,57,2.8,·,1.7
Cc1ccc(-c2cc(C(=O)NC3=NCCS3)c3cc(Br)ccc3n2)o1,3,-2.0,·,1.2
CCOC(=O)c1ccc(NC(=O)Nc2ncc(Cl)cc2Cl)cc1,26,2.2,·,-0.9
CCCOc1cc(C)c(S(=O)(=O)N2CCOCC2)cc1C,123,2.7,·,3.2
O=C1CNC(=O)N1Cc1ccc(Br)cc1,218,-0.2,·,1.7
COc1ccc(-c2oc3c4c(cc(OC)c3c(=O)c2CC=C(C)C)OC(C)(C)C=C4)c(OC)c1,-25,0.3,·,3.2
COc1ccc(C2c3c(oc4ccccc4c3=O)C(=O)N2CCCN2CCOCC2)cc1 (stereo not drawn),-26,-4.2,·,-0.5
COc1ccc(/C=C2/C(=O)N(c3ccccc3)N=C2C)cc1,562,2.4,·,0.3
N#Cc1c(NC(=S)NC(=O)c2ccccc2)sc2c1CCN(CCc1ccccc1)C2,-10,-0.3,·,-2.3
COC(=O)CCCC[C@H]1SC[C@H]2NC(=O)N[C@]21O,-3,-0.7,·,3.8
COC(=O)c1ccc2c(C(C)(C)O)c(C(C)(C)O)[nH]c2c1,6,-0.1,·,3.7
COCCNC(=O)c1c(N)sc2c1CCCC2,664,-2.8,·,1.0
COc1cc(-c2cc(=O)c3c(O)cc(O)cc3o2)ccc1O,6,1.0,·,5.0
CC1(C)Cc2c(sc3nc(=S)[nH]c(N)c23)CO1,2,0.1,·,2.6
Cc1nc(NC(=O)c2ccccc2)sc1-c1csc(Nc2cccc(Cl)c2)n1,-16,-0.5,·,-0.2
CC(=O)NC1CCCN(O)C(=O)/C=C(\C)CCOC(=O)C(NC(C)=O)CCCN(O)C(=O)/C=C(\C)CCOC(=O)C(NC(C)=O)CCCN(O)C(=O)/C=C(\C)CCOC1=O (stereo not drawn),559*,16*,·,21*
CCOC(=O)c1nn(-c2ccc(Cl)cc2Cl)c(=N)c(C#N)c1C,38,-0.4,·,0.3
C/C(CCN1CCCCc2nc(C)c(C)cc21)=N\O[C@H](C)c1cn([C@H](CO)Cc2ccccc2)nn1,12,-1.9,·,4.5
COc1ccc(NC(=O)c2nc[nH]c2C(=O)NCCCCCNC(=O)OC(C)(C)C)cc1,11,-1.4,·,2.0
CC(C)Cn1c(N)c(C(=O)CSc2cc(Cl)ccc2Cl)c(=O)n(C)c1=O,-2,-0.6,·,0.9
O=C(NCCCO)Nc1ccc2nc(-c3ccco3)c(-c3ccco3)nc2c1,-10,-0.4,·,3.6
OC(c1nc2ccccc2[nH]1)C(O)C(O)C(O)c1nc2ccccc2[nH]1 (stereo not drawn),-6,-0.3,·,0.4
O=C1c2ccccc2C(=O)N1Cc1nc2ccccc2c(=O)n1Cc1ccco1,1,-0.4,·,1.6
COc1ccc(-c2ccccc2)c2oc(-c3ccco3)cc(=O)c12,-24,-2.1,·,1.1
